High-throughput results as filed in PubChem.
TMEM16A act – activators or potentiators of mouse TMEM16A chloride channel; Q8BHY3; HEK293 TMEM16A/YFP-H148Q/I152L, iodide quench fluorescence; stronger effect = lower value; B-score at 10 µM; 340,000 compounds, 0.3% hits; AID 623877;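 active = fluorescence-ratio B-score plate-corrected deviation score at least 3 library SD below zero, with starting fluorescence score within 5 deviations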;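 note: channel opened by trigger with iodide after compound preincubation; score built on the fluorescence ratio of max minus min over baseline; more negative score means more quench and so TMEM16A activation or potentiation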
TRPC6 activator – mouse TRPC6 channel activation | AID 2550 | HEK293-TRPC6 membrane potential dye fluorescence; stronger effect = higher value | 310,000 compounds, 0.13% hits | B-score at 10 µM | Q61143;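 active = B-score of the integrated fluorescence ratio above library mean plus 3 SD, and starting fluorescence ratio within library mean plus 5 SD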;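 note: higher score means more depolarization so channel activation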
TRPC4 inh – blocks the mouse TRPC4 cation channel. Q9QUQ5. HEK293 TRPC4beta/mu-opioid, DAMGO-evoked Fluo4 calcium flux; stronger effect = lower value. B-score at 10 µM. 300,000 compounds, 0.39% hits. AID 2247;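 active = B-score over 3 SD under the library average, no early fluorescence shift, positive overall ratio signal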
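System: stable TRPC4beta/mu-opioid receptor HEK293 cells; Dosing: single-point compound dosing; Measured by: Fluo4 Ca2+ flux fluorescence; Read-out basis: per-well B score of integrated baseline-normalized Fluo4 ratio.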
MrgX1 antag – antagonists of human MrgX1 receptor | Q96LB2 | 310,000 compounds, 1.3% hits | B-score at 10 µM | MRGX1-HEK293 calcium flux, Fluo-4, BAM8-22 antagonism; stronger effect = lower value;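 active = calcium-response B-score plate-corrected more than 3 library SD below zero, starting fluorescence within 5 deviations, no agonist response on first addition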;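 note: peak minus trough fluorescence over baseline after final BAM8-22 challenge near maximal dose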
Target sequence (Q96LB2 whole entry, looked up): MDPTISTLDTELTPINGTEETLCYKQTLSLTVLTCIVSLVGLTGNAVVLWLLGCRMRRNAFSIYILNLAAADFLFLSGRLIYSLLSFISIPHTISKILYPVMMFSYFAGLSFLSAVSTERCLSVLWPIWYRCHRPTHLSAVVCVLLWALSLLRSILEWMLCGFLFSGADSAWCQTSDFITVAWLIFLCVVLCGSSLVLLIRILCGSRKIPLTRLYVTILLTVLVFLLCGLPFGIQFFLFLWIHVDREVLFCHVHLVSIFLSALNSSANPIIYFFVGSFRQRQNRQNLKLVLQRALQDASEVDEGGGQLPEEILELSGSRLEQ
TRPC4 PAM – allosteric potentiators of mouse TRPC4 channel; Q9QUQ5; HEK293 TRPC4beta/mu-opioid, DAMGO EC20, Fluo-4 Ca2+ flux; stronger effect = higher value; B-score at 10 µM; 310,000 compounds, 0.42% hits; AID 2227;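 active = B-score of calcium response area above 5 SD of library B-scores, with initial fluorescence ratio within 5 SD of library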;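 note: B-score of integrated fluorescence ratio over time as area under calcium response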
TRPC6 inh – blocks the mouse TRPC6 cation channel | HEK293-TRPC6, membrane potential dye, ACh-evoked depolarization; stronger effect = lower value | AID 2553 | B-score at 10 µM | 310,000 compounds, 1.1% hits;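 active = B-score under library mean minus 3 SD, initial fluorescence not abnormally high, positive integrated signal ratio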;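 note: B-score derived from integrated fluorescence ratio over the kinetic read; more negative B-score means stronger inhibition of depolarization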
MrgX1 allo act – human MrgX1 positive allosteric modulation, primary screen | AID 588675 | MrgX1-HEK293, Fluo-4 calcium flux, FDSS; stronger effect = higher value | Q96LB2 | 310,000 compounds, 0.63% hits | B-score at 10 µM;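 active = plate-corrected calcium response at least 3 library SD above typical, normal starting fluorescence, not activating the receptor alone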;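 note: compound read alongside a low EC10 to EC30 dose of BAM8-22 agonist; peak minus trough fluorescence over baseline measured at the second addition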
MrgX1 agonist – agonists of human MrgX1 receptor; Q96LB2; MrgX1-HEK293 cells, Fluo-4 calcium fluorescence, agonist mode; stronger effect = higher value; B-score at 10 µM; 310,000 compounds, 0.44% hits; AID 588627;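 active = calcium response B-score plate-corrected fluorescence ratio at least 3 library SD, with starting fluorescence B-score inside 5 SD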
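times = overnight plating, then 30 min 37 °C plus 30 min room-temperature dye loading | assay system = stable human MrgX1 HEK293 cell line | input = fifteen thousand cells per well | signal = kinetic calcium dye fluorescence, Fluo-4 NW | dosing = compound delivered in addition one of three | read-out = B-scored fluorescence response ratio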
RGS4 block – human RGS4 inhibition; 310,000 compounds, 0.45% hits; AID 463165; B-score at 10 µM; P49798; HEK293 M3R/RGS4 inducible, Fluo-4 calcium flux; stronger effect = higher value; triggered by carbachol at its EC20;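 active = B-score, a plate-corrected calcium signal, over three deviations above library mean, with baseline fluorescence within five deviations of library mean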;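 note: RGS4 expression induced by doxycycline in cells with stable M3 receptor; B-score is computed from the integrated fluorescence ratio over baseline after carbachol; higher B-score means a larger calcium signal and so more RGS4 inhibition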
Target sequence (P49798 whole entry, looked up): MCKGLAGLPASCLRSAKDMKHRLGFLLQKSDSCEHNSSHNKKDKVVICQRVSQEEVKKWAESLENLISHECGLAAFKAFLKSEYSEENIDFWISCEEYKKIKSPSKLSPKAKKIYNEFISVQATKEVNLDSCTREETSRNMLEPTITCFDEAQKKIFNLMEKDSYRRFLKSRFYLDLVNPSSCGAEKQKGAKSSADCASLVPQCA
TRPC4 act – activators of mouse TRPC4 channel. Q9QUQ5. HEK293 TRPC4beta/mu-opioid, Fluo4 calcium fluorescence; stronger effect = higher value. B-score at 10 µM. 310,000 compounds, 0.49% hits;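 active = B-score above 5 SD of library B-scores, and initial fluorescence ratio not above library mean plus 5 SD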;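 note: positive B-score marks a calcium rise read as TRPC4 activation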
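Test system: HEK293 cells stably co-expressing mouse TRPC4beta and mu-opioid receptor | Schedule: Fluo4 dye loading 45 min at room temperature, 110 s recording | Measured by: Kinetic Fluo4 calcium fluorescence, 5 s baseline at 1 Hz | Evaluation: B score of integrated ratio | Controls: Buffer (low) and maximal DAMGO (high)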
ANO1 block – blocks the mouse calcium-activated chloride channel TMEM16A. 310,000 compounds, 1.2% hits. AID 588511. Q8BHY3. HEK293 TMEM16A/YFP iodide influx fluorescence, ionomycin. normalized B-score (activity score, 25-100; higher = stronger inhibition) at 10 µM;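 active = ratio plate-corrected score three or more library SD toward inhibition, starting fluorescence score within five deviations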;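 note: score derived from kinetic fluorescence span divided by baseline fluorescence per well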
* = called active by the depositor; i = inactive; . = not tested or not shown.

smiles | TRPC4 PAM | MrgX1 agonist | TRPC6 activator | TMEM16A act | TRPC4 inh | TRPC4 act | MrgX1 antag | ANO1 block | MrgX1 allo act | TRPC6 inh | RGS4 block
CCCn1c(=N)c(C#N)cc2c(=O)n3ccccc3nc21 | i | i | i | i | i | i | i | i | i | -8.26* | i
O=C(CNC(=O)c1cccc(OC(F)F)c1)OCC(=O)c1ccccc1 | i | i | i | i | i | i | i | i | i | i | i
CCN(C(=O)CN1C=NS(=O)(=O)c2ccccc21)c1ccccc1 | i | i | i | i | i | i | i | i | i | i | i
CSc1ccc(/C=C(\NC(=O)c2ccc(C)cc2)C(=O)NN)cc1 | i | i | i | i | i | i | i | i | i | i | i
CCOc1ccc(Nc2oc(Cc3ccccc3)nc2C#N)cc1 | i | i | i | i | i | i | i | i | i | i | i
CSc1cccc(NC(=O)C2C3C=CC4(O3)C2C(=O)N(CCN2CCOCC2)C4C(=O)NC2CCCCC2)c1 (stereo not given) | i | i | i | i | i | i | i | i | i | i | i
COCCn1c(=S)[nH]c2sc3c(c2c1=O)CCC(C)C3 (stereo not given) | i | i | i | i | i | i | i | i | i | i | i
COc1ccc(C)c2sc(N3CCCC3)nc12 | i | i | i | i | i | i | i | i | i | i | i
O=C(O)c1ccc(OCC(F)(F)F)nc1 | i | i | i | i | i | i | i | i | i | i | i
CC(=O)Nc1cccc(C(=O)NC2CCCc3c2cnn3-c2ccccc2F)c1 (stereo not given) | i | i | i | i | i | i | i | i | i | i | i
CC1(C)CC[C@]2(C(=O)O)[C@H](O)C[C@]3(C)C(=CCC4[C@@]5(C)C[C@H](O)[C@H](O)[C@@](C)(CO)C5CC[C@]43C)[C@@H]2C1 (stereo not given in full) | i | i | i | i | i | i | i | i | i | i | i
Cc1cc(C(=O)OCC(=O)NCc2ccc3c(c2)OCO3)c2ccccc2n1 | i | i | i | i | i | i | i | i | i | i | i
O=C(N/N=C/c1ccoc1)c1ccccc1F | i | i | i | i | i | i | i | i | i | i | i
COC(=O)c1ccccc1CCC(C)=O | i | i | i | i | i | i | i | i | i | i | i
O=C(NCc1ccco1)C1Cc2cc(Cl)ccc2O1 (stereo not given) | i | i | i | i | i | i | i | i | i | i | i
CC(=O)Nc1nnc(SCC(=O)c2ccc(F)cc2)s1 | i | i | i | i | i | i | i | i | i | i | i
O=C(COc1cccc2cccnc12)N/N=C/c1ccc(O)cc1 | i | i | i | i | i | i | i | i | i | i | i
CN1C(=O)/C(=C/c2ccc(OCc3ccccc3F)cc2)NC1=S | i | i | i | i | i | i | i | i | i | i | i
CC1CCN(CCCNC(=O)C2CCC(=O)N2C2CCCC2)CC1 (stereo not given) | i | i | i | i | i | i | i | i | i | i | i
CCc1c(C)nc(SCCOc2ccc(OC)cc2)[nH]c1=O | i | i | i | i | i | i | i | i | i | i | i
Clc1ccc(N2CCN(c3nc4nonc4nc3N3CCSCC3)CC2)nc1 | i | i | i | i | i | i | i | i | i | i | i
CCCN1CCN(S(=O)(=O)c2ccc3c(c2)NC(=O)C(C)S3)CC1 (stereo not given) | i | i | i | i | i | i | i | i | i | i | i
Cn1ncc(Cl)c1C(=O)NCC1CCCO1 (stereo not given) | i | i | i | i | i | i | i | i | i | i | i
CCN(C(=O)c1cccc(S(=O)(=O)N2CCCCC2)c1)C1CCS(=O)(=O)C1 (stereo not given) | i | . | i | i | i | i | . | . | . | i | i
COc1ccc(C(=O)Nc2ccc(NC(=O)C3CCCCC3)nc2)cc1 | i | i | i | i | i | i | i | i | i | i | i
CCOc1cc(/C=N\NC(=O)c2ccc(NC(=O)C(C)(C)C)cc2)ccc1OC(=O)c1cccc(C)c1 | i | i | i | i | i | i | i | i | i | i | i
CN(C)/C=N/C(=S)Nc1ccccc1Cl | i | i | i | i | i | i | i | i | i | i | i
[N-]=[N+]=CC(=O)CC(c1ccccc1)N1C(=O)c2ccccc2C1=O (stereo not given) | i | i | i | i | i | i | i | i | i | i | i
COc1ccc2c(Cl)c(C(=O)N/N=C/c3cccnc3)sc2c1 | i | i | i | i | i | i | i | i | i | i | i
COc1ccc(NC(=O)O/N=C/c2ccccc2Cl)cc1 | i | i | i | i | i | i | i | i | i | i | i
COc1ccc(OCCCCN(C)Cc2ccccc2)cc1 | i | i | i | i | i | i | i | i | i | i | i
CN(C)CCN(C(=O)c1cccc2ccccc12)c1nc2cc3c(cc2s1)OCO3 | i | i | i | i | i | 73* | i | i | i | i | i
CC(=O)N=c1cccc(NC(C)=O)n1O | i | i | i | i | i | i | i | i | i | i | i
C=CCn1c(SCC(=O)Nc2cccc(C)c2)nnc1-c1cnccn1 | i | i | i | i | i | i | i | i | i | i | i
COc1ccc(CCNc2cn[nH]c(=O)c2Cl)cc1OC | i | i | i | i | i | i | i | i | i | i | i
O=C(CNc1ccc2ccccc2c1)N/N=C/c1ccc(C(=O)O)cc1 | i | i | i | i | i | i | i | i | i | i | i
Cc1cccc(N(C)S(=O)(=O)c2cc3c(cc2C)n(C)c(=O)c(=O)n3C)c1 | i | i | i | i | i | i | -4.7* | i | i | i | i
Cc1cc(-n2c(C)cc(C(=O)CSc3nncn3C(C)C)c2C)no1 | i | i | i | i | i | i | i | i | i | i | i
COc1ccc(-n2nc(C(=O)NCC(=O)N3CCC(C(N)=O)CC3)c3ccccc3c2=O)cc1 | i | i | i | i | i | i | i | i | i | i | i
O=C1NC(=O)/C(=C/c2ccc(O)cc2)S1 | i | i | i | i | i | i | i | i | i | i | i
CCC(CO)NC(=O)c1ccc(-c2nn(C)c(=O)c3ccccc23)cc1 (stereo not given) | i | i | i | i | i | i | i | i | i | i | i
Cc1ccccc1NC(=O)Cc1c(O)c2ccccc2[nH]c1=O | i | i | i | i | i | i | i | i | i | i | i
Cc1nn(CCc2nn[nH]n2)c2nc(-c3ccc(Br)cc3)cc(C(F)(F)F)c12 | i | i | i | i | i | i | i | 100* | i | i | i
Cc1nc(NS(=O)(=O)c2ccc(Br)cc2)c2c3c(sc2n1)CCC3 | i | i | i | i | i | i | i | i | i | i | i
CC1CCN(c2nc3ccccn3c(=O)c2C=O)CC1 | i | i | i | i | i | i | i | i | i | i | i
Cc1cc(C)c(NS(=O)(=O)c2ccc3c(c2)NC(=O)CC(=O)N3)c(C)c1 | i | i | i | i | i | i | i | i | i | i | i
O=C(CNC(=O)C(c1ccccc1)c1ccccc1)N/N=C/c1cccnc1 | i | i | i | i | i | i | i | i | i | i | i
CCOc1ccccc1C1C(C(N)=O)=C(C)Nc2nc(-c3ccccc3Cl)nn21 (stereo not given) | i | i | i | i | i | i | i | i | i | i | i
COc1ccc(OC(=O)c2cccc(S(=O)(=O)N3CCCC3)c2)cc1 | i | i | i | i | i | i | i | i | i | i | i
CN(C)CCN(C(=O)c1ccc(C(=O)c2ccccc2)cc1)c1nc2cc3c(cc2s1)OCO3 | i | i | i | i | i | i | i | i | i | i | i
COc1cccc(C(=O)N(Cc2nc(-c3ccc(C)cc3)no2)C(C)C)c1 | i | i | i | i | i | i | i | i | i | i | i
CCN(CC1COc2ccccc2O1)C(=S)Nc1ccc(F)cc1 (stereo not given) | i | i | i | i | i | i | i | i | i | i | i
Cc1ccc(NC(=O)CNc2ccc(OC(C)C)cc2)c(C)c1 | i | i | i | i | i | i | i | i | i | i | i
COc1ccc(C(=O)Nc2cccnc2)cc1C(=O)Nc1cccnc1 | i | i | i | i | i | i | i | i | i | i | i
CCO/C(C)=N/n1c2nc3ccccc3nc2c2c(=O)n(CC(C)C)c(C)nc21 | i | i | i | i | i | i | i | i | i | i | i
COc1ccc(NC(=O)c2ccccc2NC(=O)c2ccco2)cc1 | i | i | i | i | i | i | i | i | i | i | i
CCOc1ccc(CCNC(=O)c2cccs2)cc1OCC | i | i | i | i | i | i | i | i | i | i | i
CCN(CC)c1ccc(NS(=O)(=O)c2cn(C)c(=O)n(C)c2=O)c(C)c1 | i | i | i | i | i | i | i | i | i | i | i
Cc1ccccc1NC(=O)c1ccc(CN2CC(=O)N3CCCCC3C2=O)cc1 (stereo not given) | i | i | i | i | i | i | i | i | i | i | i
CCC(=O)N1CC2(CC(c3cccc(NC(=O)CC(c4ccccc4)c4ccccc4)c3)=NO2)C[C@H]1C(N)=O (stereo not given in full) | i | i | i | i | i | i | i | i | i | i | i

Additional records:
smiles | TRPC4 PAM | MrgX1 agonist | TRPC6 activator | TMEM16A act | TRPC4 inh | TRPC4 act | MrgX1 antag | ANO1 block | MrgX1 allo act | TRPC6 inh | RGS4 block
COc1cc(OC)c(C(=O)NNC(=O)CN(C)S(=O)(=O)c2ccc(Cl)cc2)cc1OC | i | i | i | i | i | i | i | i | i | i | i
NC(=O)CSc1nc2ccccc2n1Cc1ccccc1F | i | i | i | i | i | i | i | i | i | i | i
c1ccc(Cn2nnc3c(N4CCc5ccccc54)ncnc32)cc1 | i | i | i | . | i | i | i | i | i | i | i
C=C1CCN([C@@H](Cc2ccccc2)C(=O)NCc2ccc(Cl)cc2)S(=O)(=O)c2ccccc21 | i | i | i | i | i | i | i | i | i | i | i
Cc1ccc(S(=O)(=O)NCCSCc2ccccc2)cc1 | i | i | i | i | i | i | i | i | i | i | i
CC(=O)Nc1ccccc1C(=O)N1CC(C)OC(C)C1 (stereo not given) | i | i | i | i | i | i | i | i | i | i | i
NC(=O)Nc1ccc(Oc2ncc(C(F)(F)F)cc2Cl)cc1 | i | i | i | i | i | i | i | i | i | i | i
COc1ccccc1OCc1ccc(C(=O)n2nc(C)c(Cl)c2C)o1 | i | i | i | i | i | i | i | i | i | i | i

Rows were taken by chance (roughly 5.8% active in at least one column).
